# High-throughput results deposited in PubChem by National Center for Advancing Translational Sciences (NCATS).
# BCR signal inh – qHTS Assay to Find Inhibitors of Chronic Active B-Cell Receptor Signaling | ABC-DLBCL IkBa-CBG/CBR reporter, luminescence ratio, 4 h | Potency, µM (top dose mostly 46.1 µM), for inactives: at the top dose ratio change, negative = lower green/red ratio, usual class: inhibitors | 340,000 tested, 0.05% active | AID 493014, 2011; active means well fitted inhibition curve with a large enough effect in the signal ratio, with a control signal flat, not every such curve was filed as active; inconclusive means small, poorly fitted or top-dose-only effect, or effect the other way, or a change in a side signal; the % refers to the signal ratio;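 further: potency means the concentration at half of the fitted maximal effect; plate controls were basal doxycycline-induced cells for no effect and cells given 10 µM MG132 for full effect; MG132 reads +100%, hits lower the ratio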
#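 Cell line TMD8 (human ABC DLBCL), stably expressing tet-inducible CBG68-IkBa fusion and CBR; IMDM/0.5% FBS; cpd up to 46 uM; dox induction, 4 h, 37C/5% CO2; dual luminescence; green/red ratio; MG132 control.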
# TSHR antagonist – Antagonists of the Thyroid Stimulating Hormone Receptor: HTS campaign; Thyrotropin receptor (Homo sapiens), P16473; TSHR-expressing cells, TSH-stimulated cAMP HTRF, 2 h; hits give low values; activity change, negative = inhibition, % at 11.5 µM; 330,000 tested, 0.2% active; AID 504810, 2011;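 active means activity change below a set negative limit, meaning inhibition stronger than a set level, cut at about -70% in these data; inconclusive means activity change between two set negative limits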; further: on the % scale 0 is the no-effect control and ±100 the full control effect
#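 Read-out is FRET at 665 nm (cryptate excitation 337 nm) from a cryptate-tagged anti-cAMP antibody, competed by cell cAMP against cAMP-d2. Compounds are tested on freshly harvested TSHR cells challenged with 4nM TSH (EC80) for 2 hours at 37 deg C.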
# USP2a block – qHTS Assay for Inhibitors of Ubiquitin-specific Protease USP2a Using CHOP2 as the Reporter; Ubiquitin carboxyl-terminal hydrolase 2 (Homo sapiens), O75604; USP2 core, Ub-CHOP2 coupled fluorogenic reporter, 485/531; Potency, µM (doses to about 38.3 µM), for the others: at the highest dose activity change, negative = inhibition, most hits filed as inhibitors; 330,000 tested, 0.01% active;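 further: potency means the concentration at half of the fitted maximal effect; plate controls were DMSO wells for no effect and full inhibition by NEM control for full effect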
#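 Deubiquitinase activity read as fluorescence (485/531 nm) after Ub-CHOP2 cleavage activates the enterokinase reporter on its substrate; USP2 core 10nM, Ub-CHOP2 and substrate 25nM each, 30min compound preincubation then 60min RT; data normalized to NEM, curves fitted.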
# TCR act – Activators of T cell receptors: qHTS campaign; primary human leukocytes, anti-CD3, IL-2 HTRF, 48 h; Potency, µM (top dose mostly 9.22 µM), inactives show top-dose activation of IL-2 secretion, usual class: activators; 330,000 tested, under 10 active; AID 504894, 2011; further: % of control where 0% means no effect
#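 Primary human leukocytes incubated 48 hr with anti-CD3 beads plus compound, without co-stimulation. Secreted IL-2 measured by HTRF (europium cryptate/d2 anti-IL-2 pair, 320 nm excitation, 665 nm emission).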
# B2AR arrestin – qHTS assay of beta-arrestin-biased ligands of beta2-adrenergic receptor; 330,000 tested, 0.02% active; Beta-2 adrenergic receptor (Homo sapiens), P07550; AID 492947, 2010; beta-arrestin recruitment to beta2AR, cell-based reporter; Potency, µM (top dose mostly 46.1 µM), without a hit: top-dose activation, actives largely listed as activators;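 further: potency means the concentration at half of the fitted maximal effect; 0% = DMSO controls and full agonism = EC100 isoproterenol or metaproterenol; nearly all actives have a fitted effect of over 65% in size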
# Target sequence (P07550 whole entry, looked up): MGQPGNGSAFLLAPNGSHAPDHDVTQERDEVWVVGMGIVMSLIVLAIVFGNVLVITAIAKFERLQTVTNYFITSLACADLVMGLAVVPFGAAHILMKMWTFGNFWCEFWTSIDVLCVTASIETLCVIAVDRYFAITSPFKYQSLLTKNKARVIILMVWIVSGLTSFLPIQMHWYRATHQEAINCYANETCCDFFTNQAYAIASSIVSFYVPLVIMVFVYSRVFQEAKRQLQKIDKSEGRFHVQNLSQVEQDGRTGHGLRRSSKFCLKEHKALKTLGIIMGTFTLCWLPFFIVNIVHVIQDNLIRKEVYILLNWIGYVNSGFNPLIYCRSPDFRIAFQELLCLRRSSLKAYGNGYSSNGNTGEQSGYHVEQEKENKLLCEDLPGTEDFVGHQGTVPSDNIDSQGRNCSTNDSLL
# Tb PFK block – qHTS Assay to Find Inhibitors of T. brucei phosphofructokinase | Potency, µM (titrated, usually from 57.5 µM), inactives show top-dose activity, negative = inhibition, actives largely listed as inhibitors | AID 485367, 2010 | T. brucei PFK, ADP-Glo luminescence | ATP-dependent 6-phosphofructokinase (Trypanosoma brucei brucei), O15648 | 330,000 tested, 0.17% active;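 further: potency means the concentration at half of the fitted maximal effect; 0% = uninhibited 1x PFK enzyme wells and -100% = no-enzyme wells; nearly all actives have a fitted effect of over 60% in size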
#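 Luminescent ADP detection (ADP-Glo, two-step: ATP depletion then ADP-to-ATP conversion for luciferase) reported PFK activity after 45 min room-temperature reaction of 1.25 nM enzyme with 0.5 mM F6P and 0.1 mM ATP at pH 8.0.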
# Eya2 phos inh – qHTS Assay for Inhibitors of the Phosphatase Activity of Eya2. Protein phosphatase EYA2 (Homo sapiens), O00167. Potency, µM (top dose mostly 76.9 µM), inactives show at the highest dose activity, negative = inhibition, actives largely listed as inhibitors. 330,000 tested, 0.006% active. recombinant Eya2, OMFP fluorescence dephosphorylation (OMFP is methylfluorescein phosphate); further: potency means the concentration at half of the fitted maximal effect; on the % scale 0 is the no-effect control and ±100 the full control effect
# Target sequence (O00167 whole entry, looked up): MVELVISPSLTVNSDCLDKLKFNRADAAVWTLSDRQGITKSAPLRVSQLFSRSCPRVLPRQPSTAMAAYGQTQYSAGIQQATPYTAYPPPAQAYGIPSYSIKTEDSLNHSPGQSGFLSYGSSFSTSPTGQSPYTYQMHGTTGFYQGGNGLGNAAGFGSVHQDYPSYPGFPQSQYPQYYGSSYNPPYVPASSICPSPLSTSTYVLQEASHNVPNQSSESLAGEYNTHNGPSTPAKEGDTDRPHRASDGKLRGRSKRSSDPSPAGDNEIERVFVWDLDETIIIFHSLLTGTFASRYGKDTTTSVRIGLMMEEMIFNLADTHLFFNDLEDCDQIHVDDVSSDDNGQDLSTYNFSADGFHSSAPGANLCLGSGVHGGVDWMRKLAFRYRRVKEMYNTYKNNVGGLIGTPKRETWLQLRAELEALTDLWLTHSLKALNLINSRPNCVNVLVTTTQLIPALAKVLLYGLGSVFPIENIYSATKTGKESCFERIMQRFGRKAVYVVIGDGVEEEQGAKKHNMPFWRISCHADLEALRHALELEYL
#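 Eya2 protein (added as 0.2 uM solution) was preincubated with compound for 10 min at ambient temperature in 50 mM HEPES pH 7.5, 50 mM NaCl, 5 uM MgCl2, 0.05% BSA, 1 mM DTT. OMFP (added at 50 uM) then reacted 10 min; fluorescence read at 485/525 nm.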
# TSG101-PTAP inh – qHTS Assay for Iinhibitors of HIV-1 Budding by Blocking the Interaction of PTAP/TSG101; 340,000 tested, under 10 active; Potency, µM (titrated, usually from 115 µM), without a hit: top-dose activity change, negative = inhibition, actives largely listed as inhibitors; Fluorescence polarization, FITC-PTAP peptide / Tsg101 binding; Tumor susceptibility gene 101 protein (Homo sapiens), Q99816; AID 493005, 2010; active means well fitted inhibition curve with a large enough effect in the main read-out, with a control signal flat, not every such curve was filed as active; inconclusive means small, poorly fitted or top-dose-only effect, or effect the other way, or a change in a side signal; inactive means no such curve, though single readings can be large or run the other way; further: potency means the concentration at half of the fitted maximal effect; % of control where 0% means no effect
#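 Tsg101 binding domain (10 uM final) was mixed with compound and a FITC-labeled PTAP peptide (50 nM final) in HEPES pH 7.5 buffer with NaCl, Tween 20, EDTA and TCEP; fluorescence polarization was read after 20 min at r.t.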
# uPA generation – qHTS for Inhibitors of Cell Surface uPA Generation. cell surface uPA generation assay, qHTS. Potency, µM (highest dose often 38.3 µM), inactives show at the highest dose activity change, negative = inhibition, usual class: inhibitors. 330,000 tested, 0.31% active. AID 540303, 2011; active means well fitted inhibition curve with a large enough effect; inconclusive means small, poorly fitted or top-dose-only effect; inactive means no such curve, though single readings can be large or run the other way; tested in mouse RAW 264.7 cells; further: potency means the concentration at half of the fitted maximal effect; on the % scale 0 is the no-effect control and ±100 the full control effect; nearly all actives have a fitted effect of over 55% in size
# Mito fusion yeast – qHTS Assay for Small Molecule Inhibitors of Mitochondrial Division or Activators of Mitochondrial Fusion. 320,000 tested, 0.23% active. S. cerevisiae fusion-defective mutant growth rescue, CellTiterGlo 48 h. AID 485298, 2010. Potency, µM (titrated, usually from 46.1 µM), for inactives: at the top dose growth rescue (activation), most hits filed as activators;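 further: potency means the concentration at half of the fitted maximal effect; % of control where 0% means no effect; nearly all actives have a fitted effect of over 45% in size; temperature-sensitive fusion mutants such as fzo1-1 at 37 °C on non-fermentable ethanol glycerol medium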
#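 Compounds are tested for their ability to restore growth of mitochondrial fusion-defective yeast strains at non-permissive 37C in YPEG medium over 48 hours. Viability is quantified by luciferase luminescence.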
# ELG1 repair inh – qHTS screen for small molecules that inhibit ELG1-dependent DNA repair in human embryonic kidney (HEK293T) cells expressing luciferase-tagged ELG1; HEK293T ELG1-luciferase reporter, luminescence, 16 h; DNA damage induced by 5-fluorouridine; Potency, µM (titrated, usually from 46.1 µM), inactives show top-dose activity change, negative = inhibition, usual class: inhibitors; 330,000 tested, 2.3% active; AID 504467, 2011; further: potency means the concentration at half of the fitted maximal effect; on the % scale 0 is the no-effect control and ±100 the full control effect; nearly all actives have a fitted effect of over 55% in size
#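 Quantitative HTS, concentration-response format. 2,000 cells/well co-treated with 5-fluorouridine and compound, 16 hr in 5% CO2 at 37 °C; ONE-Glo luminescence read after 30 min.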
# * hit, by the source's call; ? = inconclusive; · = not tested or not shown; [ ] = remark or other dose. Unless noted, the call rests on the fitted dose curve; in most records, active means well fitted curve in the direction sought with a large enough effect; inconclusive means small, poorly fitted or top-dose-only effect, or another doubt; inactive means no such curve, though single readings can be large; an effect the other way counts as inactive or inconclusive.
SMILES,BCR signal inh,TSHR antagonist,USP2a block,TCR act,B2AR arrestin,Tb PFK block,Eya2 phos inh,TSG101-PTAP inh,uPA generation,Mito fusion yeast,ELG1 repair inh
Cc1ccc(C)c(OCCC(=O)OCC(=O)NC(=O)NC2CCCCC2)c1,0%,5,2%,8%,-0.5%,-8%,3%,1%,-1%,·,27%
Cc1ccc(S(=O)(=O)N2C[C@@H]3[C@H]4CC[C@H](C4)[C@@H]3[C@@H](C)[C@@H]2c2ccco2)cc1,8%,-26,0%,1%[46.1 µM],-0.3%,-3%,-8%,-6%,-3%,·,?
CCc1ccc(CNC(=O)CCc2nnc(CCc3ccc(OC)cc3)o2)nc1,?,-5,2%,1%,0.2%,-1%,5%,0%,-3%,-3%,15%
Cc1csc(NS(=O)(=O)c2ccc(Cl)cc2)n1,2%,62,-2%,-1%,0.0%,3%,3%,-3%,1%,1%,5%
CC(=O)NC1=NN(C(C)=O)C(c2ccccc2)S1 (configuration not stated),12%,-6,4%,-3%,-0.7%,1%,-6%,-1%,0%,-3%,?
Cc1cc(=O)oc2cc(OC(C)C(=O)Nc3ccc(N4CCCCC4)cc3)ccc12 (configuration not stated),-2%,4,-1%,-1%,0.1%,-6%,-10%,·,2%,1%,-22%
CSc1ccccc1C(=O)C1CCCN(C(=O)CCc2cccnc2)C1 (configuration not stated),?,-15,2%,5%,0.1%,-2%,1%,-1%,4%,-4%,?
O=C(NNC(=O)c1ccc(SCC2CCCO2)c([N+](=O)[O-])c1)c1ccc(Cl)c([N+](=O)[O-])c1 (configuration not stated),13%,14,0%,0%,-0.2%,1%,-19%,0%,·,-2%,-22%
Cc1cccnc1NC(=O)Nc1cccc(C(F)(F)F)c1,?,5,1%,-3%,0.0%,-10%,4%,-7%,1%,5%,22%
Oc1ccc(/C=N/NC2=NCCCCC2)c(O)c1,?,12,-1%,6%,0.0%,-4%,8%,-1%,-4%,-1%,?
CC(C)C(=O)Nc1cccnc1,3%,8,2%,4%,-1.1%,-13%,-6%,0%,2%,6%,18%
C[C@H]1CN([C@@H](C)CO)C(=O)Cc2cc(NS(C)(=O)=O)ccc2O[C@@H]1CN(C)CC1CC1,3%,2,5%,-4%,-0.1%,1%,-28%,-1%,3%,·,6%
Cc1cc(CN2CCCCC2C(=O)Nc2ccc(Oc3cccnc3)cc2)oc1C (configuration not stated),?,7,-3%,-2%,-0.3%,-4%,-9%,-13%,8%,-4%,7%
CCCn1c(SCC(=O)Nc2ccc3c(c2)OCCO3)n[nH]c1=O,-10%,-5,-2%,-4%,-0.6%,10%,22%,0%,-1%,-2%,?
O=C(N/N=C/c1cccnc1)c1ccccc1NS(=O)(=O)c1cccs1,10%,0,3%,4%,0.0%,-3%,-6%,2%,-9%,1%,13%
COc1ccc(C(=O)N/C(=C\c2ccccc2)C(=O)NCc2cccnc2)cc1,12%,-8,2%,-2%,0.5%,1%,10%,-2%,-5%,4%,-14%
c1ccc2c(c1)oc1c(NCCN3CCOCC3)ncnc12,?,0,2%,·,-0.3%,1%,-3%,·,9%,0%,15%
COc1ccc(N2CCN(S(=O)(=O)c3ccc4c(c3)NC(=O)C(C)S4)CC2)cc1 (configuration not stated),?,-35,-1%,3%,0.4%,-6%,12%,-2%,-4%,1%,10%
CC(=O)c1ccc(NC(=O)C(C)OC(=O)CCCN=C2NS(=O)(=O)c3ccccc32)cc1 (configuration not stated),1%,-6,-2%,4%,-0.2%,19%,11%,1%,1%,-2%,25%
CC(C)(C)NC(=O)/C(=C\c1cccnc1)NC(=O)c1ccco1,-3%,16,-1%,5%,-1.0%,1%,3%,-2%,8%,0%,4%
CCOc1cc2[nH]c(=S)n(CCC(=O)NCc3ccco3)c(=O)c2cc1OCC,9%,-3,-1%,3%,0.1%,-9%,12%,-1%,-3%,13%,-5%
COc1ccc(/C=C/C(=O)Nc2nc(C)c(C(=O)N(C)C)s2)cc1,-3%,-2,2%,-1%[46.1 µM],-0.2%,0%,0%,0%,5%,-3%,-7%
CC1CCc2c(C(=O)Nc3ccc(N4CCOCC4)cc3)csc2C1 (configuration not stated),?,-5,3%,-4%,0.0%,-2%,-21%,0%,·,-4%,-14%
O=C(c1ccccc1)N(C1=NCCCCS1)c1ccccc1,10%,0,8%,-9%,-1.0%,1%,-3%,-4%,1%,12%,-15%
CCOC(=O)CSc1nnc(Cn2c(=O)sc3ccccc32)n1-c1ccccc1C,-3%,1,2%,-10%[46.1 µM],-0.4%,2%,-7%,-3%,-9%,0%,0%

# The last 2 compounds of the section before lead into the next.
SMILES,BCR signal inh,TSHR antagonist,USP2a block,TCR act,B2AR arrestin,Tb PFK block,Eya2 phos inh,TSG101-PTAP inh,uPA generation,Mito fusion yeast,ELG1 repair inh
O=C(c1ccccc1)N(C1=NCCCCS1)c1ccccc1,10%,0,8%,-9%,-1.0%,1%,-3%,-4%,1%,12%,-15%
CCOC(=O)CSc1nnc(Cn2c(=O)sc3ccccc32)n1-c1ccccc1C,-3%,1,2%,-10%[46.1 µM],-0.4%,2%,-7%,-3%,-9%,0%,0%
O=C(Nc1cccc(C(=O)N2CCCC2)c1)c1ccccc1Cl,-5%,10,2%,1%,-1.2%,0%,4%,-3%,·,-3%,10%
CCOC(=O)c1ccc(S(=O)(=O)NC2CC2)cc1,1%,-6,-6%,3%,-1.1%,3%,4%,-2%,1%,8%,22%
N/C(=N\OC(=O)COc1ccc2ccccc2c1)c1ccncc1,?,-22,0%,-6%,-0.8%,-1%,-6%,1%,-2%,-12%,6%
C=CCOc1ccc(/C(O)=C2/C(=O)C(=O)N(CCCn3ccnc3)C2c2cccs2)cc1 (configuration not stated),0%,16,-1%,-3%,0.6%,0%,9%,-11%,-1%,-4%,?
CC1CCCC(C)N1/N=C/c1cc(Br)cc(Br)c1O (configuration not stated),-19%,5,-9%,1%[46.1 µM],-0.4%,1%,-7%,-3%,6%,1%,12%
CCCn1cc(NC(=O)C2CC(c3cccc(Br)c3)=NO2)cn1 (configuration not stated),?,2,2%,-3%,0.2%,-5%,-10%,-6%,8%,-8%,-4%
CCc1nnc(NS(=O)(=O)c2ccc(NC(=S)NC(=O)c3ccc(OC)cc3)cc2)s1,12%,-27,0%,4%[46.1 µM],-0.1%,27%,1%,-2%,-5%,-3%,10%
O=C(CCN1C(=O)[C@@H]2Cc3ccccc3CN2C1=O)N[C@@H](C(=O)O)c1ccccc1,3%,1,3%,2%,-0.5%,1%,13%,0%,11%,-2%,12%
Cc1cccc(-n2nc3c(c2NC(=O)c2ccc(S(=O)(=O)N4CCOCC4)cc2)CSC3)c1C,1%,-6,-5%,-1%,0.0%,0%,-6%,0%,2%,-2%,6%
CCOc1cc(S(=O)(=O)NC2CCCCC2)ccc1F,9%,1,3%,-2%,-0.3%,-3%,11%,-8%,·,1%,?
CCN(CC)C(=O)c1cc(Cl)ccn1,?,-4,1%,7%,-0.3%,-6%,12%,-1%,3%,4%,9%
